High-throughput results: PubChem BioAssay, several laboratories
SR-BI DiI inh: inhibitors of SR-BI mediated HDL lipid uptake, primary screen, ldlA[mSR-BI] cells, fluorescence, single point | inhibition, % at 12.5 µM | 320,000 compounds, 0.96% hits | ldlA[mSR-BI] CHO cells, DiI-HDL uptake fluorescence, 3 h;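 active = mean replicate inhibition of at least 70% and a set share of replicates each scoring 70 or more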;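 also: 0% = median of neutral control wells and 100% = median of positive control wells; values of inactives mirror those of a sister screen read the other way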
PvdQ inh: P. aeruginosa PvdQ acylase inhibitors, primary screen, biochemical, fluorescence, plate reader and imaging, single point; inhibition, % at 10 µM; purified PvdQ acylase; PvdQ acylase [Pseudomonas aeruginosa LESB58]; 340,000 compounds, 0.063% hits; in the data active = inhibition above about 30%, passing the limit was not always enough;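 also: 0% = vehicle neutral wells and 100% = reference inhibitor wells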
Rtt109 Vps75: inhibitors of C. albicans Rtt109/Vps75 HAT, primary screen, biochemical, ThioGlo CoA-SH fluorescence, plate reader | Histone acetyltransferase RTT109 (Candida albicans (strain SC5314 / ATCC MYA-2876)), … | purified Rtt109/Vps75, 4 h | inhibition, % at 34.9 µM | 330,000 compounds, 0.16% hits | AID 540336, 2011;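 active = inhibition of at least 50% in every replicate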
Target sequence (Q5AAJ8 whole entry, looked up): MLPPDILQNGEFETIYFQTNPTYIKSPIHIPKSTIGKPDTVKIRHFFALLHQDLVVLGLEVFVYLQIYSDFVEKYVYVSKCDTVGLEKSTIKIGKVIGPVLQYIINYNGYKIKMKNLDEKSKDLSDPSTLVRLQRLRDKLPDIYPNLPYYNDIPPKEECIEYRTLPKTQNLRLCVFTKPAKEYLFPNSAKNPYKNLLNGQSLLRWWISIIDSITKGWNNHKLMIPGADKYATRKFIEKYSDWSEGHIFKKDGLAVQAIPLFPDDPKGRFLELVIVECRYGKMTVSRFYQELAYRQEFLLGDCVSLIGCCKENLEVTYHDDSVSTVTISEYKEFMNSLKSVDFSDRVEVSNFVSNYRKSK
MITF TRPM1 HTS: activators of MITF-driven TRPM1 promoter reporter, primary screen, cell-based, SK-MEL-5, luciferase, single point. SK-MEL-5 TRPM1-promoter luciferase, 24 h; % of positive control, neutral wells = 0. activation, % at 12.5 µM. 300,000 compounds, 0.75% hits. AID 588334, 2011;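 active = mean activation of at least 80% with every replicate also reaching 80%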;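 also: 0% = neutral control wells and 100% = parthenolide positive control wells; values of inactives mirror those of a sister screen read the other way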
HTR5A ag ctr: HTR5A agonists in luminescence cell assay, primary screen, counter-screen for OPRM1-OPRD1 heterodimer agonist project, full-deck HTS; 5-hydroxytryptamine receptor 5A (Homo sapiens), P47898; cell-based; activation, % at 9.3 µM; 340,000 compounds, 0.61% hits; AID 504692, 2011; in the data active = activation mostly above about 9.5%, no sharp cut-off; inactive = mostly below about 7.6%;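 also: 0% = cells with vehicle only and 100% = reference agonist; strong numbers were not always called active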
Target sequence (P47898 whole entry, looked up): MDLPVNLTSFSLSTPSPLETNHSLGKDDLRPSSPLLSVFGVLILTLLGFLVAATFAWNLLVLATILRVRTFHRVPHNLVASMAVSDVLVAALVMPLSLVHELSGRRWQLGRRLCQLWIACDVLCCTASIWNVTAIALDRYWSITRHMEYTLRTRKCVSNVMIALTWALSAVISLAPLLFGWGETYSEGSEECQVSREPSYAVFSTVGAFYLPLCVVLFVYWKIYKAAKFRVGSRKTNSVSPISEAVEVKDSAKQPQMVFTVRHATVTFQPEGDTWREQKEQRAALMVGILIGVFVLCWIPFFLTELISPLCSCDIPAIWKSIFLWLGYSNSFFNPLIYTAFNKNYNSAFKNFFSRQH
RTF Ca sens act: cardiac RTF calcium sensitivity activators, primary screen, biochemical, IANBD-TnC fluorescence, EC20 calcium; IANBD-labeled TnC RTF fluorescence at EC20 calcium; 0% EC20 calcium, 100% full calcium; 340,000 compounds, 0.24% hits; activation, % at 7.2 µM;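 active = activation above the mean over all tested compounds plus 3 SD, cut at about 30% in these data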;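 also: rise in fluorescence read as greater calcium sensitivity of cardiac thin filaments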
dFosB activator: activators of delta FosB homodimer, primary screen, biochemical, fluorescence polarization, TAMRA-CDK5 oligo, single point. 340,000 compounds, 0.99% hits. Protein FosB (Mus musculus), P13346. purified delta FosB; percent of positive-control signal above neutral wells. activation, % at 25 µM;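 active = mean activation above about 17%, with every replicate also reaching it, limit read from the data, passing the limit was not always enough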;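 also: fluorescence polarization rise as delta FosB binds a TAMRA Cdk5 AP-1 oligo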
Target sequence (P13346 whole entry, looked up): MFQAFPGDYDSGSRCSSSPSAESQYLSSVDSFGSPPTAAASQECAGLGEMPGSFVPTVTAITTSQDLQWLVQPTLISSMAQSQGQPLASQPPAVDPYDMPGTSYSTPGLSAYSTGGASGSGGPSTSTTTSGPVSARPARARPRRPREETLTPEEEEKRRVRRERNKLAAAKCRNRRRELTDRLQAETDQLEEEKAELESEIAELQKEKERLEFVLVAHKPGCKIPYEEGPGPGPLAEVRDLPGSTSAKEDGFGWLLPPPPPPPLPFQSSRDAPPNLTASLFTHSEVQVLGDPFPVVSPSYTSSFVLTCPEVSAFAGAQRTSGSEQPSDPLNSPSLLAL
Wnt act: Wnt/beta-catenin pathway activators, primary screen, cell-based, plate reader, single point; Wnt/beta-catenin reporter cell assay, activator; activation, % at 9.35 µM; 300,000 compounds, 1.2% hits; in the data active = activation above about 30%, passing the limit was not always enough;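 also: 0% = neutral control wells and 100% = positive control wells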
SR-BI uptake up: activators of SR-BI mediated DiI-HDL uptake, primary screen, ldlA[mSR-BI] CHO cells, DiI fluorescence | activation, % at 12.5 µM | 320,000 compounds, 0.096% hits | 3 h; 100 = double the neutral-control signal;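 active = mean replicate activation of at least 60% and every replicate at or above 60%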;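 also: 0% = median plate neutral-control signal and 100% = twice that signal; values of inactives mirror those of a sister screen read the other way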
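system = CHO ldlA[mSR-BI] cells, LDL receptor-null, SR-BI overexpressing | medium = Ham's F12 with 0.5% BSA, HEPES 25 mM, pH 7.4 | probe or stimulus = DiI-HDL 10 µg/mL | compound dosing = single-point compound dose | incubation = compound exposure 3 h, 37 °C | technique = DiI fluorescence, bottom read | read-out = cell-associated DiI fluorescence as measure of HDL uptake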
CDK5 inh: inhibitors of human CDK5/p35 kinase, primary screen, biochemical, single concentration | Cyclin-dependent kinase 5 (Homo sapiens) + Cyclin-dependent kinase 5 activator 1 (Homo … | Recombinant CDK5/p35, ADP-Glo luminescence, 60 min | inhibition, % at 10 µM | 330,000 compounds, 0.01% hits | AID 488839, 2010;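 active = highest replicate inhibition of at least 50% and at least 75% of replicates reaching 50%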;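 also: plate controls were DMSO neutral control for no effect and GW8510 at 10 µM for full effect; many of its hits are not listed in these tables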
* marks the source's active call; other numbers are inactive results; . = no result given. Outcome played no part in choosing rows; about 4.4% have a hit in one of these screens.

SMILES | SR-BI DiI inh | PvdQ inh | Rtt109 Vps75 | MITF TRPM1 HTS | HTR5A ag ctr | RTF Ca sens act | dFosB activator | Wnt act | SR-BI uptake up | CDK5 inh
CCc1ccc(S(=O)(=O)Nc2ccc(C)c(NS(C)(=O)=O)c2)cc1 | -0.7 | 0.0 | 9.6 | . | . | . | -2.7 | -0.6 | 0.7 | 0.0
Cc1ccc(NC(=O)N[C@@H](CC(C)C)C(=O)O)c(C)c1 | . | -5.4 | -1.4 | -5.3 | 2.2 | -5.6 | 1.1 | -2.1 | . | -1.4
O=[N+]([O-])c1ccccc1CNCCCCO | -21.3 | 3.1 | 0.1 | 5.7 | 5.6 | -3.6 | -0.1 | 1.3 | 21.3 | 0.4
C=C(C)Cn1c(N2CCN(c3ccc(OC)cc3)CC2)nc2c1c(=O)n(C)c(=O)n2C | -1.5 | -9.7 | 6.8 | -14.5 | 3.3 | 1.6 | -8.6 | 0.5 | 1.5 | -3.6
CC1CCN(c2c([N+](=O)[O-])c(=O)oc3ccccc23)CC1 | 18.1 | -1.8 | -1.3 | -36.8 | -0.7 | 7.0 | 7.1 | -3.5 | -18.1 | 0.2
CC(CN(C)C)CN1c2ccccc2CCc2ccccc21 (stereo not drawn) | -19.0 | -5.2 | -0.3 | 1.5 | -2.7 | -2.3 | -0.5 | 0.5 | 19.0 | 1.0
CCOc1cc(/C=N\NC(=O)c2ccc(NC(=O)C(C)(C)C)cc2)ccc1OC(=O)c1ccc(OC)cc1 | . | -5.1 | -5.7 | -10.4 | -1.0 | 14.7 | -3.8 | 14.6 | . | -2.2
O=C(c1cc(-c2ccc3c(c2)OCO3)on1)N1CCOCC1 | -40.8 | -3.6 | 0.4 | -14.8 | -1.1 | -1.2 | -1.3 | . | 40.8 | 1.6
CC[C@]12c3[nH]c4ccc(Cl)cc4c3CCN1C(=O)[C@@H](CC(=O)NCCN1CCOCC1)C[C@@H]2C(=O)N1CCN(C(=O)c2ccco2)CC1 | 8.4 | -15.8 | -3.1 | 6.6 | -2.7 | -3.3 | 2.9 | -0.8 | -8.4 | 0.5
CC(=O)Nc1cccc(C(=O)/C=C/c2ccc[nH]2)c1 | 17.9 | -19.8 | -2.8 | 47.3 | -5.3 | 12.4 | 2.2 | 0.4 | -17.9 | 3.4

Compound profiles, as listed above.
`CCc1ccc(S(=O)(=O)Nc2ccc(C)c(NS(C)(=O)=O)c2)cc1` reads SR-BI DiI inh = -0.7; PvdQ inh = 0.0; Rtt109 Vps75 = 9.6; MITF TRPM1 HTS = .; HTR5A ag ctr = .; RTF Ca sens act = .; dFosB activator = -2.7; Wnt act = -0.6; SR-BI uptake up = 0.7; CDK5 inh = 0.0
`O=[N+]([O-])c1ccccc1CNCCCCO` reads SR-BI DiI inh = -21.3; PvdQ inh = 3.1; Rtt109 Vps75 = 0.1; MITF TRPM1 HTS = 5.7; HTR5A ag ctr = 5.6; RTF Ca sens act = -3.6; dFosB activator = -0.1; Wnt act = 1.3; SR-BI uptake up = 21.3; CDK5 inh = 0.4
`CC1CCN(c2c([N+](=O)[O-])c(=O)oc3ccccc23)CC1` reads SR-BI DiI inh = 18.1; PvdQ inh = -1.8; Rtt109 Vps75 = -1.3; MITF TRPM1 HTS = -36.8; HTR5A ag ctr = -0.7; RTF Ca sens act = 7.0; dFosB activator = 7.1; Wnt act = -3.5; SR-BI uptake up = -18.1; CDK5 inh = 0.2

Continued:
SMILES | SR-BI DiI inh | PvdQ inh | Rtt109 Vps75 | MITF TRPM1 HTS | HTR5A ag ctr | RTF Ca sens act | dFosB activator | Wnt act | SR-BI uptake up | CDK5 inh
COc1ccc(C2/C(=C(/O)c3ccc(F)cc3)C(=O)C(=O)N2CCCN2CCOCC2)cc1OC (stereo not drawn) | -39.1 | -16.3 | 0.9 | 5.6 | 0.2 | -3.5 | -5.3 | . | 39.1 | 1.3
CCCCCOc1ccc(C(=O)NCCC(=O)NCCCC(=O)OCC)cc1 | . | -16.1 | -1.4 | . | 0.8 | 5.0 | -15.2 | -1.9 | . | -0.9
COc1cc(C2C(C#N)=C(N)N(c3cccnc3)C3=C2C(=O)CCC3)ccc1O (stereo not drawn) | -3.6 | -22.0 | -5.0 | 5.3 | -1.2 | 4.5 | -3.3 | 0.4 | 3.6 | 1.4
CN1CC(C(=O)Nc2ccc(F)c(Cl)c2)CC1=O (stereo not drawn) | -4.5 | -11.3 | -4.4 | 0.8 | -1.9 | 6.3 | -4.5 | -0.2 | 4.5 | -0.1
Cc1ccc(C(=O)NCc2cccnc2)o1 | -0.4 | -10.8 | 1.9 | -9.3 | 2.4 | -0.8 | -1.0 | -1.5 | 0.4 | 1.8
O=C(CN1CCC(NC(=O)c2ccccc2F)CC1)NCc1ccc(F)cc1 | 16.1 | -15.2 | 3.7 | -8.9 | 0.4 | 10.1 | 2.7 | -1.6 | -16.1 | 2.4
CCN(C[C@H]1N[C@@](C)(C(=O)OC)[C@H]2C(=O)N(Cc3ccccc3)C(=O)[C@@H]12)C(=O)COC | -1.0 | 2.8 | -3.5 | 9.0 | 0.0 | -7.9 | -2.7 | -3.3 | 1.0 | 2.1
Cc1ccc(N2CC(C(=O)NC3CC3)CC2=O)cc1 (stereo not drawn) | -11.5 | -14.3 | 0.0 | 3.2 | 3.1 | -0.3 | 8.7 | -3.7 | 11.5 | 0.8
CCN(CC(=O)NCc1cccs1)S(=O)(=O)c1ccc(F)cc1 | 3.1 | -19.5 | 6.6 | -2.4 | -5.0 | -5.4 | -2.5 | 1.1 | -3.1 | 1.8
NC(=O)N=Nc1c2[nH]c3ccccc3nc-2c2ccccc12 | -2.9 | 0.0 | -12.1 | . | . | . | -4.7 | 1.2 | 2.9 | -0.9
COc1cccc(NC(=O)C2C3C=CC4(O3)C2C(=O)N(C(C)C)C4C(=O)NC2CCCCC2C)c1 (stereo not drawn) | -24.3 | -9.6 | -0.4 | -9.2 | 4.7 | 2.2 | 4.7 | . | 24.3 | -1.4
c1cn(-c2ccc(-c3ccnc4ncnn34)cc2)cn1 | -16.2 | -12.2 | -7.2 | 4.7 | 1.1 | -2.3 | 1.8 | -9.9 | 16.2 | -8.4
Cc1cc(C)nc(N(C#N)Cc2cccc(Cl)c2)n1 | 4.5 | 25.2 | 4.6 | . | 1.7 | 2.0 | -1.2 | -1.3 | -4.5 | -2.0
CCC(Oc1ccccc1)C(=O)OCC(=O)Nc1sccc1C(N)=O (stereo not drawn) | -7.0 | 7.5 | 1.9 | -4.2 | 0.8 | -3.2 | -5.1 | 0.4 | 7.0 | -0.3
O=C(N/N=C\c1ccc(Br)o1)C1COc2ccccc2O1 (stereo not drawn) | 1.6 | 0.6 | . | -1.3 | 1.0 | -2.8 | -7.6 | 25.6 | -1.6 | -0.4
COCCNC(=O)c1n[nH]c2ccccc12 | -6.8 | -9.9 | -2.2 | 11.4 | -2.9 | -8.1 | 1.1 | 4.0 | 6.8 | 2.8
Cc1cccc(OCCC(=O)Nc2ccc(C)c(S(=O)(=O)N3CCOCC3)c2)c1 | 56.2 | 2.9 | 0.7 | -3.6 | -0.8 | -8.3 | -16.7 | -3.5 | -56.2 | 0.6
O=C1C2C(c3ccccc3)C=CC(c3ccccc3)C2C(=O)N1c1ccccn1 (stereo not drawn) | 4.3 | 4.1 | 11.5 | -6.3 | 3.6 | 13.8 | -3.1 | -0.8 | -4.3 | 0.6
COc1ccc(C(CNC(=O)c2ccc(C)o2)N2CCOCC2)cc1 (stereo not drawn) | -19.8 | -14.2 | 6.6 | -5.1 | -2.9 | 2.6 | -0.2 | -4.4 | 19.8 | 1.0
CCN(Cc1nc2ccccc2c(=O)[nH]1)Cc1cc(=O)oc2cc(C)c(C)cc12 | -6.3 | -7.0 | 8.2 | -3.9 | 0.1 | 2.3 | -12.6 | . | 6.3 | 0.8
O=C(c1c[nH]c(C(=O)C(Cl)(Cl)Cl)c1)c1ccc(F)cc1Cl | -2.2 | -1.5 | -4.5 | -4.7 | 5.9 | -2.2 | 4.5 | -11.3 | 2.2 | -0.1
CSc1cccc(NC(=O)CCCOc2ccc(Cl)cc2Cl)c1 | -17.3 | -15.9 | -6.1 | -2.8 | 2.3 | -7.9 | -4.9 | -3.6 | 17.3 | 1.2
COc1cc(C(=O)OCC2CC(c3ccccc3)=NO2)cc(OC)c1OC (stereo not drawn) | . | 0.0 | 4.1 | -6.6 | -2.8 | -2.6 | -15.0 | -0.6 | . | -0.2
CC1(C)CC(=O)c2sc(NC(=O)c3ccco3)nc2C1 | -5.8 | -11.7 | 0.7 | . | 0.1 | 7.3 | -3.3 | 5.3 | 7.1 | -0.9
CCOc1ccc2oc(C(=O)OCC(=O)NC3CC3)c(C)c2c1 | 30.8 | 8.1 | 2.1 | 8.0 | 2.4 | 1.3 | -3.3 | -0.3 | -30.8 | -0.2
CCCN(CCC)CCNS(=O)(=O)c1ccc2c(c1)oc(=O)n2C | -20.4 | -8.6 | -17.5 | 2.1 | 0.1 | -0.1 | -3.5 | . | 20.4 | -1.2
COc1ccc(C)cc1NC(=O)CN(c1ccccc1)S(C)(=O)=O | -19.3 | -17.5 | 9.4 | -2.8 | 4.2 | -3.6 | -6.3 | -5.4 | 19.3 | -7.4
Cc1[nH]n(-c2ccccc2)c(=O)c1C=Nc1ccc(S(=O)(=O)N(C)C)cc1 | 14.9 | -8.9 | 3.3 | -9.6 | 3.6 | 3.0 | -5.2 | -1.6 | -14.9 | 0.0
CCSc1nc2ccccc2n1C(=O)c1ccc(S(=O)(=O)N2CCCCC2)cc1 | -22.5 | -15.0 | 12.6 | -0.3 | 4.0 | 0.1 | 1.0 | . | 22.5 | 1.4
COc1ccc(S(=O)(=O)NCCOc2cccc3cccnc23)cc1OC | -16.0 | -15.0 | -5.6 | 8.3 | 4.0 | 4.1 | -1.3 | 0.0 | 16.0 | 0.6
Cc1ccc(C(=O)C(C)Oc2ccc3ccc(=O)oc3c2)cc1 (stereo not drawn) | -4.6 | 4.9 | 2.3 | -0.5 | 1.1 | -1.0 | -16.1 | -1.0 | 4.6 | -3.8
CCn1c(SCC(=O)N2CCC(C(N)=O)(N3CCCCC3)CC2)nnc1-c1ccccc1 | -0.3 | 2.9 | -6.4 | -6.1 | 4.5 | -1.2 | 5.8 | . | 0.3 | 0.5
CC(=O)c1c(C)[nH]c(C(=O)CSc2nnc(N)s2)c1C | 23.1 | -10.5 | -7.8 | 20.8 | -3.8 | -6.0 | -1.5 | 1.7 | -23.1 | -4.4
